HGIII-sPLA2 inh: Blocks human group III sPLA2 activity; Q9NZ20; QFRET BODIPY PC-A2 liposome hydrolysis, fluorescence; inhibition, % at 12.2 µM; actives 0.56% (n = 370,000);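 active = inhibition above mean plus 3 SD of compounds lying within the high and low control bounds, cut at about 19% in these data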;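 note: 0% = median of test compound wells and 100% = no enzyme DMSO wells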
DDE Tn6 FP inh: inhibitors of Tn6 peptide binding to human fibrin DD(E) | P02675 | Fibrin DD(E) TRITC-Tn6 fluorescence polarization displacement | inhibition, % at 8.3 µM | actives 0.21% (n = 370,000);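 active = inhibition above a per-campaign cutoff: mean of compounds within control limits plus 3 SD, cut at about 15% in these data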;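 note: 0% = median of all compound wells on the plate and 100% = blocking peptide control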
ASAP1 inh: blocks human ASAP1-stimulated Arf1 GTP hydrolysis. AID 624377. GDP FP detection. actives 0.19% (n = 360,000). Q9ULH1. inhibition, % at 16.5 µM; in the data active = inhibition above about 25%;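 note: 0% = vehicle with enzyme and substrate and 100% = no enzyme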
Tn7 DDE FP: DD(E)-Tn7 binding inhibition, primary FP screen | P02675 | actives 0.13% (n = 370,000) | FP displacement of FITC-Tn7 peptide from fibrin DD(E); 0% = median of compound wells per plate | inhibition, % at 8.3 µM;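 active = inhibition above the mean of compounds falling within the control limits plus 3 SD of them, cut at about 14% in these data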;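 note: 0% = plate median of compound wells and 100% = 10 µM Aha-Tn7 peptide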
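Test system – human fibrin DD(E) · Times – 10 min preincubation, 3 h with tracer, room temperature · Detection – fluorescence polarization of the labelled Tn7 tracer · Measure – percent inhibition normalized to high-control wells · Benchmarks – high control wells with 10 µM unlabelled Aha-Tn7 peptide (full inhibition) · Repeats – singlicate testing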
ARFGAP1 inhibitor: inhibits rat ARF GTPase activating protein 1; Q62848; Arfgap1-stimulated ARF1 GTP hydrolysis, GDP FP detection; inhibition, % at 16.5 µM; actives 0.26% (n = 360,000); AID 651572;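 active = inhibition above a per-plate limit, mean inhibition of low control wells plus 3 SD, cut at about 25% in these data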;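 note: 0% = DMSO wells with enzyme and 100% = wells lacking Arfgap1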
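Assay system: purified rat His6-Arfgap1 residues 1-136 (GAP domain); Reagent: human Δ17 ARF1 bound to GTP; Dosing: 16.5 µM single point, 1.26% DMSO; Times: GTP hydrolysis reaction 2 h at 25 °C; Signal: FP, GDP Alexa 633 tracer displaced from anti-GDP antibody, 620/688 nm; Measure: % inhibition from polarization.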
PLCg1 inh: PLC-gamma1 (human) inhibition, primary screen; P19174; inhibition, % at 12.2 µM; purified PLC-gamma1, fluorogenic substrate, fluorescence; actives 0.84% (n = 370,000); in the data active = inhibition above about 9.5%
Rev-erbA mod: modulates human Rev-erb alpha binding to DNA; P20393; Rev-erbα–FITC-DNA binding, fluorescence polarization, 90 min; activity, % at 10 µM; actives 0.79% (n = 370,000);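 active = activity above about 14%, limit read from the data; passing the limit was not always enough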;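 note: 0% = DMSO wells with 35 nM protein and 100% = DMSO wells with 750 nM protein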
UHRF1 binding: UHRF1 methyl-DNA binding inhibition. UHRF1 binding to methylated oligo, TR-FRET. AID 687016. inhibition, % at 4.4 µM. Q96T88. actives 0.75% (n = 370,000); in the data active = inhibition above about 21%;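 note: UHRF1 SRA domain binding a hemimethylated CpG hairpin DNA probe; 0% = median of test compound wells and 100% = reference inhibitor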
KLK7 zymogen act: activators of human kallikrein-7 zymogen. P49862. purified proKLK7, EDANS-DABCYL substrate fluorescence; 100% is mature enzyme control, 0% vehicle. activation, % at 7 µM. actives 0.9% (n = 370,000);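 active = activation above the mean of all tested compounds plus 3 SD, computed per campaign excluding outliers beyond control limits, cut at about 13% in these data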
PLC-beta3 inh: blocks human PLC-beta3 enzyme activity; Q01970; Purified PLC-beta3, fluorogenic substrate, fluorescence; inhibition, % at 12.2 µM; actives 0.18% (n = 370,000); AID 720704; in the data active = inhibition above about 11%;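 note: 0% = median of compound wells on plate and 100% = full blocker control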
Target sequence (Q01970 whole entry, looked up): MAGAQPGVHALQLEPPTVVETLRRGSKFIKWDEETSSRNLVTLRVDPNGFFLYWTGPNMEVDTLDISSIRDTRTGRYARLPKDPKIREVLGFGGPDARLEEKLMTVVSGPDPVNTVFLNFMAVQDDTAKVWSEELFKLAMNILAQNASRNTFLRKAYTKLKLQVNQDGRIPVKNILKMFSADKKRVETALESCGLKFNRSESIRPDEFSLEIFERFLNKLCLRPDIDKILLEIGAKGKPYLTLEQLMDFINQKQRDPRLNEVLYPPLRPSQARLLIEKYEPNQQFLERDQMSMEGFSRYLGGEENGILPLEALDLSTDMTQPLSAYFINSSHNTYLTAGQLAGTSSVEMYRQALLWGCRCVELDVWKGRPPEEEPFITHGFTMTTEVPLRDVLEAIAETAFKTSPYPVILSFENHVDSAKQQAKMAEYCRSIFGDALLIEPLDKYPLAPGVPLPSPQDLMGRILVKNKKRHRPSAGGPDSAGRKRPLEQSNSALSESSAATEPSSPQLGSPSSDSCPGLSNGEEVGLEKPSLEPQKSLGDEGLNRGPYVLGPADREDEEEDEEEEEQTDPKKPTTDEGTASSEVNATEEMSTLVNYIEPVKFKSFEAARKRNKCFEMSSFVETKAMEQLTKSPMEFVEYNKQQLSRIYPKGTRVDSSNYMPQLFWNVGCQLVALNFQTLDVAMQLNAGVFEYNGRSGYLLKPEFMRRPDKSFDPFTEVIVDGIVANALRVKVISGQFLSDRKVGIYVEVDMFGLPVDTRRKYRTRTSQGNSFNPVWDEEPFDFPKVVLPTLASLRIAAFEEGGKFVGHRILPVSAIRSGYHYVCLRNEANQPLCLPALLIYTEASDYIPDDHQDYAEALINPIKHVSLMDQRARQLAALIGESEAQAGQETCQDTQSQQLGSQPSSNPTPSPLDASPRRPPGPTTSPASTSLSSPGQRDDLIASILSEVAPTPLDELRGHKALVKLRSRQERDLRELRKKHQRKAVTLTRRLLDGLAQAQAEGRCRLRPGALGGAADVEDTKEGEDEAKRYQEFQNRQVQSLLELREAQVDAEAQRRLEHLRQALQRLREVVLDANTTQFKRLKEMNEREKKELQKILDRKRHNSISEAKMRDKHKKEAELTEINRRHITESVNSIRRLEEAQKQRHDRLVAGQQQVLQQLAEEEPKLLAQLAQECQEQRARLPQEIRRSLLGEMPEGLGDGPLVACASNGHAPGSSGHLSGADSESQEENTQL
An asterisk follows results filed as active; i = inactive; . = no result given.

SMILES | HGIII-sPLA2 inh | DDE Tn6 FP inh | ASAP1 inh | Tn7 DDE FP | ARFGAP1 inhibitor | PLCg1 inh | Rev-erbA mod | UHRF1 binding | KLK7 zymogen act | PLC-beta3 inh
C=CCn1c(N)c(C(=O)OC(C)(C)C)c2nc3ccccc3nc21 | 2 | 1 | 2 | -5 | 1 | i | 2 | -10 | 46* | i
Clc1ccc(OCCCn2ccnc2)c(Br)c1 | -21 | 7 | -6 | -10 | 0 | 3 | -2 | 1 | -0.1 | 3
Cc1ccc(S(=O)(=O)Nc2ccc3c(c2)C(=O)N([C@@H](C)CO)C[C@@H](C)[C@@H](CN(C)C(=O)NC2CCCCC2)OCCCC[C@H](C)O3)cc1 | -2 | -1 | -2 | -7 | 2 | -2 | 1 | 1 | 0.0 | 0
CSCC[C@H](CO)NC(=O)[C@H]1O[C@@H](n2cnc3c(N)ncnc32)[C@H](O)[C@@H]1O | 3 | 5 | 8 | -3 | -1 | 4 | -8 | -2 | -0.1 | 1
COc1ccc(NC(=O)N2CCC(N(C)CCC(C)C)CC2)cc1OC | 0 | 4 | . | 2 | . | -1 | -2 | -3 | 0.0 | 5
Cc1ccc(C)c(N(CC(=O)NC2CCCCC2)C(=O)CNC(=O)c2ccco2)c1 | 4 | 4 | -10 | 7 | 10 | -1 | 5 | -2 | -0.9 | -6
Cc1noc(C)c1CS(=O)(=O)c1ccc([N+](=O)[O-])cc1 | 6 | 0 | -9 | -1 | 5 | 0 | 4 | 1 | -0.8 | -2
O=C(Nc1ccon1)c1ccc(S(=O)(=O)N2CCCCCC2)cc1 | 3 | -7 | -9 | -1 | 2 | 1 | 1 | 1 | -0.3 | 0
CN1CC[n+]2cnc3ccccc3c21 | -2 | -6 | -8 | -6 | -2 | 2 | -5 | -1 | -0.4 | 1
C=CCNc1nc(Cl)nc(NCc2ccco2)n1 | -3 | -11 | 6 | -7 | 8 | -2 | -6 | -1 | -0.6 | 1
COc1ccccc1NS(=O)(=O)c1ccc(Cl)c(NC(=S)NC(=O)C2CCCC2)c1 | -28 | 2 | 6 | 4 | 8 | 0 | 3 | 0 | -0.2 | -1
CCOC(=O)C(NC(=O)c1ccc(OC)cc1)(Nc1cc(C)on1)C(F)(F)F (stereo not given) | -3 | -2 | -2 | 1 | -4 | -2 | 5 | -5 | -0.3 | -8
Cc1cc2cc(CCNS(C)(=O)=O)c(=O)[nH]c2cc1C | -2 | -2 | 11 | 2 | 6 | 2 | 5 | 0 | -0.1 | -3
Cc1cc(N/C=C\C(=O)c2ccc(Cl)c(Cl)c2)no1 | -10 | 10 | -11 | 0 | -11 | -4 | 25* | -6 | 0.2 | -4
NC(=O)CC(NC(=O)c1ccccc1)C(=O)O (stereo not given) | 4 | 2 | 6 | 0 | -10 | 4 | -1 | 1 | -0.5 | 10
CCCCN1C[C@H](C)[C@@H](CC(=O)NC)C1=O | 8 | -5 | 5 | -8 | 10 | 1 | 3 | -1 | -0.2 | 0
COc1ccc(C2C(C(=O)c3cccs3)=C(O)C(=O)N2CCN2CCOCC2)c(OC)c1 (stereo not given) | 10 | -2 | 1 | 2 | 7 | -15 | 5 | 1 | 0.9 | -20
C[C@@H](N)C(=O)NC[C@H]1CC[C@H](C(=O)N[C@@H](Cc2ccccc2)C(=O)O)CC1 | 1 | 3 | 0 | 4 | 2 | 0 | 1 | -1 | 0.1 | -3
CC(=O)N1CN(C2CC(C)(C)NC(C)(C)C2)Cc2c1sc1c2CCCC1 | 5 | 1 | -13 | 7 | -2 | -1 | -2 | 4 | 0.7 | 0
CC(C)CCN1CCN(Cc2cnc(-c3ccccc3)s2)CC1CCO (stereo not given) | -3 | 3 | -14 | 7 | 3 | 0 | -1 | 19 | -0.1 | -5

Some of the entries so far, field by field.
> CC(=O)N1CN(C2CC(C)(C)NC(C)(C)C2)Cc2c1sc1c2CCCC1
  HGIII-sPLA2 inh: 5 | DDE Tn6 FP inh: 1 | ASAP1 inh: -13 | Tn7 DDE FP: 7 | ARFGAP1 inhibitor: -2 | PLCg1 inh: -1 | Rev-erbA mod: -2 | UHRF1 binding: 4 | KLK7 zymogen act: 0.7 | PLC-beta3 inh: 0

> Cc1noc(C)c1CS(=O)(=O)c1ccc([N+](=O)[O-])cc1
  HGIII-sPLA2 inh: 6 | DDE Tn6 FP inh: 0 | ASAP1 inh: -9 | Tn7 DDE FP: -1 | ARFGAP1 inhibitor: 5 | PLCg1 inh: 0 | Rev-erbA mod: 4 | UHRF1 binding: 1 | KLK7 zymogen act: -0.8 | PLC-beta3 inh: -2

The main list resumes, repeating the two entries before the break.
SMILES | HGIII-sPLA2 inh | DDE Tn6 FP inh | ASAP1 inh | Tn7 DDE FP | ARFGAP1 inhibitor | PLCg1 inh | Rev-erbA mod | UHRF1 binding | KLK7 zymogen act | PLC-beta3 inh
CC(=O)N1CN(C2CC(C)(C)NC(C)(C)C2)Cc2c1sc1c2CCCC1 | 5 | 1 | -13 | 7 | -2 | -1 | -2 | 4 | 0.7 | 0
CC(C)CCN1CCN(Cc2cnc(-c3ccccc3)s2)CC1CCO (stereo not given) | -3 | 3 | -14 | 7 | 3 | 0 | -1 | 19 | -0.1 | -5
N/C(Cc1cccc2ccccc12)=N\OC(=O)c1ccc2c(c1)OCO2 | -3 | -3 | 10 | 3 | 13 | -14 | -6 | 4 | -0.3 | -18
CCN(CC)c1ccc(NC(=O)c2cc(Cl)ccc2OC)cc1 | 5 | 2 | 1 | 0 | -6 | -26 | 8 | 1 | 0.2 | -27
C=C(CCC(=O)c1ccccc1)C(=O)c1ccccc1 | 3 | -4 | 11 | 5 | -1 | 6 | 2 | 4 | 0.0 | 3
Cc1ccc(NC(=O)ON=C2CCCC2)cc1 | 1 | 0 | 5 | -3 | 10 | 1 | -6 | 6 | -0.2 | 4
O=C(Nc1nc(-c2nc3ccccc3s2)cs1)c1ccco1 | -6 | 4 | -7 | 4 | 1 | -15 | -3 | -1 | -0.2 | -20
CCOc1cc(N2CCOCC2)c(OCC)cc1NC(=O)COC(=O)C1CCCN1S(=O)(=O)c1ccccc1F (stereo not given) | 9 | 2 | 9 | 7 | 0 | -4 | -3 | -2 | 0.2 | -4
O=c1[nH]c2cc([N+](=O)[O-])cc(Cl)c2c2ccccc12 | -1 | 9 | -2 | -4 | -1 | -3 | 14 | -3 | 0.1 | -12
O=S(=O)(c1cccc2ccccc12)N1CCC2CC1c1cc(-c3ccc4c(c3)OCO4)ccc12 (stereo not given) | 13 | -3 | -5 | 1 | -4 | 7 | -9 | 3 | 0.4 | 2
O=C(COC(=O)Cc1cccc(C(F)(F)F)c1)Nc1ccc2c(c1)OCCO2 | -19 | -3 | 0 | 5 | 3 | -5 | -1 | 0 | -0.1 | -6
O=C(NNC(=S)Nc1cccc(C(F)(F)F)c1)c1ccc(Cl)cc1Cl | 16 | 1 | 15 | -5 | -2 | -22 | 6 | -8 | 0.1 | -20
CCC(C)(C)n1nnnc1C(c1ccncc1)N1CCC(Cc2ccccc2)CC1 (stereo not given) | 3 | -4 | 5 | -5 | 5 | 3 | 8 | 0 | 0.2 | 5
O=C(O)c1cc([N+](=O)[O-])cc2c1C=Cc1ccccc1O2 | -4 | 4 | -11 | 0 | 8 | -22 | -4 | 4 | -0.5 | -32
CCOC(=O)Nc1ccc2c(c1)N(C(=O)CCN1CCN3CCCC3C1)c1ccccc1CC2 (stereo not given) | -1 | 12 | -6 | 6 | 6 | -19 | 7 | 0 | 0.5 | -25
OC(CN1CCCCC1)Cn1c2ccccc2c2cc(Br)ccc21 (stereo not given) | -5 | -5 | 8 | 4 | 4 | 5 | -4 | 0 | 0.2 | -3
CCOC(=O)C1=C(C)N(C)C(=O)NC1c1c(O)ccc2ccccc12 (stereo not given) | -11 | 0 | 11 | 0 | 1 | -1 | 1 | 0 | 0.8 | -1
CCCCC(=O)N(C)c1c(CC)nc2c(OCC(=O)C(C)(C)C)cccn12 | 4 | -2 | 11 | -3 | 0 | -5 | 1 | -1 | -0.1 | -3
CCc1nc2c(OCc3ccc(F)cc3)cccn2c1N(C)C(=O)c1ccc(C)cc1 | 10 | 8 | 5 | 1 | 10 | -3 | -6 | -2 | 0.6 | -3
CCn1cc(C2C3=C(CC(C)(C)CC3=O)N(c3ccc(C)cc3)C3=C2C(=O)CC(C)(C)C3)c(C)n1 | 20* | 1 | -4 | -4 | -15 | -4 | 0 | 2 | -0.7 | -14
CCn1c(=O)cc(C(=O)OC)sc1=Nc1ccc(F)c(F)c1 | -1 | 5 | 5 | 8 | 9 | 0 | -3 | 3 | -0.1 | 3
CCCOc1ccc(-c2c(=O)n(OCc3ccc([N+](=O)[O-])cc3)c3ccccc3[n+]2[O-])cc1 | 15 | -1 | -23 | 5 | -1 | -6 | -1 | 2 | -0.5 | -7
CC(C)C1COC(c2cccc3ccccc23)=N1 (stereo not given) | 10 | -10 | 6 | -6 | -11 | 8 | 3 | -4 | -0.3 | 3
O=S(=O)(NCc1ccncc1)c1ccc(F)c(F)c1 | -3 | 0 | 8 | 1 | 14 | 2 | 0 | 1 | -0.9 | 2
Cc1ccc(S(=O)(=O)N2C=CC(C(F)(F)F)=NCC2)cc1 | 0 | 12 | -1 | -5 | 7 | 2 | -5 | -2 | -0.4 | 2
CC(C)n1ncc(N2CCOCC2)c(Cl)c1=O | 12 | -2 | -8 | 3 | 11 | 2 | 4 | 3 | 0.0 | 3
CCCCS(=O)CC(COCc1ccccc1)OC(=O)CSc1nc(C)cc(C)n1 (stereo not given) | -3 | -3 | -14 | 0 | -2 | 1 | 5 | 4 | -0.1 | 1
COc1ccc(-c2cccc(C(=O)N3CCOCC3)c2)cc1 | -1 | -3 | -3 | 3 | -7 | -1 | -3 | 0 | 0.1 | -6
COc1ccc2c(c1)[C@@]1(OCCC=C[C@H]1C)C(=O)N2CC1CC1 | 0 | -7 | -11 | 6 | 11 | 0 | 0 | -2 | 1.1 | 3
CS(=O)(=O)N(CC(=O)Nc1cccc(Cl)c1Cl)c1ccccc1 | -12 | -3 | -8 | 2 | -1 | 2 | 5 | 8 | -0.2 | -2
O=C(Nc1ccc2[nH]c(=O)[nH]c2c1)Nc1ccc(F)cc1F | -1 | -9 | 2 | -3 | 10 | -6 | 0 | -1 | 0.9 | -17
O=C(Nc1cc(Cl)ccc1N1CCOCC1)c1cccnc1Cl | -5 | -4 | -1 | -4 | -2 | 1 | -3 | 0 | -0.3 | -6
O=C(Nc1nnc(-c2ccc(Cl)cc2)o1)Nc1ccccc1F | -3 | 6 | 2 | 0 | 2 | 1 | 2 | -2 | 0.0 | -1
CCc1nc2c(OCCC3CCCCC3)cccn2c1N(C)C(=O)c1ccccc1F | 3 | 0 | -16 | -2 | 4 | -1 | 5 | -1 | 0.1 | -8
COc1ccc(N(C(=O)c2ccco2)C(C(=O)NC2CCCCC2)c2ccccc2)cc1 (stereo not given) | 6 | 7 | 1 | 0 | 2 | 1 | 4 | -1 | -0.1 | 2
CN(C)/N=C/c1cc([N+](=O)[O-])ccc1O | 2 | -6 | 15 | 8 | 1 | -1 | 4 | -3 | 0.6 | -7
O=S(=O)(c1ccc2ccccc2c1)N1CCN(C(=S)Nc2ccc(F)cc2)CC1 | 0 | -2 | 4 | -2 | 1 | 2 | -2 | -3 | 0.4 | 4

From PubChem
